MC4R antagonist = antagonists of human melanocortin 4 receptor (MC4R) | P32245 | MC4R-expressing cells, MTII-stimulated cAMP, LANCE TR-FRET | inhibition, % at 6.5 µM | 360,000 compounds, 0.48% hits | AID 540295;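 active = inhibition above its plate's cutoff, the mean of tested wells on that plate plus 3 SD, cut at about 29% in these data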;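 note: 0% = Melanotan II alone and 100% = Melanotan II plus saturating MCL0020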
Target sequence (P32245 whole entry, looked up): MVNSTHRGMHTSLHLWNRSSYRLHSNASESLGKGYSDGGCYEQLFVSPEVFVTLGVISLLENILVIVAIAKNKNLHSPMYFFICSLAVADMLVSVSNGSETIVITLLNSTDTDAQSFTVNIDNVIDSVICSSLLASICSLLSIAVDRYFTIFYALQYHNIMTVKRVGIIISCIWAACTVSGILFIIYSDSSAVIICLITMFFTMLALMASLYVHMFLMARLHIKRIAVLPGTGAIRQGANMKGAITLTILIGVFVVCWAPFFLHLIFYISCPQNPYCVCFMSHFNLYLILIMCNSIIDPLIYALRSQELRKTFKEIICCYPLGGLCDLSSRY
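Assay system: U2OS-MC4R stable cell line; Also added: Melanotan II; Technique: Eu-cAMP/anti-cAMP TR-FRET, emission 671 nm; Times: 30-min compound, 1-h challenge, 1-h detection, room temperature.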
Cardio protect = protects H9c2 cardiomyocytes from peroxide injury; H2O2 injury protection, ATPLite, 2 h; 360,000 compounds, 0.63% hits; protection from H2O2 cell death, % at 20 µM; AID 588492;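 active = compounds giving at least 50% protection of heart cells from peroxide-induced death in the single-dose screen, raw or plate-pattern-corrected value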;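 note: 0% = DMSO wells with peroxide and 100% = DMSO wells without peroxide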
ABCB6 inh 2 = inhibitors of human ABC transporter ABCB6. Q9NP58. K562-ABCB6 porphyrin accumulation, flow cytometry, 1 h; active compounds read low. fluorescence ratio to DMSO, % at 10 µM. 360,000 compounds, 0.19% hits. AID 602162;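 active = fluorescence ratio to DMSO below 75%, the collection mean minus 3 SD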;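 note: signal is porphyrin accumulated inside mitochondria; 100% equals median channel fluorescence of DMSO control wells; lower ratio means ABCB6 inhibition with less porphyrin fluorescence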
iPSC survival up = hiPSC single-cell survival enhancement; ATPlite luminescence; 100% = ROCK inhibitor wells, 0% = DMSO; survival enhancement, % at 20 µM; 360,000 compounds, 0.044% hits; in the data active = survival enhancement above about 18%;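 note: cells exposed to compounds for 16 hours before the ATP read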
Glyco luc inh = blocks N-linked glycosylation in D54 reporter cells. D54 ERlucT glycosylation luciferase reporter, 24 h; percent of 100 nM tunicamycin response. reporter increase, % at 12.5 µM. 360,000 compounds, 0.23% hits. AID 588692;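 active = mean luciferase reporter signal, scaled so untreated is 0 and the glycosylation-blocking control 100, at or above a set limit in every replicate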;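 note: luciferase carries N-glycosylation sites so blocking glycosylation raises the light; 0% = median of neutral control wells and 100% = median of 100 nM tunicamycin wells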
m5-HT2A agonist = activates the mouse 5-HT2A serotonin receptor; AID 624169; P35363; activation, % at 7.6 µM; 360,000 compounds, 0.66% hits; CHO-K1 mHTR2A beta-arrestin complementation, luminescence; percent of 30 µM serotonin response;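 active = activation above a run cutoff, the mean activation of all tested compounds plus 3 SD, cut at about 14% in these data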;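 note: 0% = plate median of compound wells and 100% = 30 µM serotonin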
Target sequence (P35363 whole entry, looked up): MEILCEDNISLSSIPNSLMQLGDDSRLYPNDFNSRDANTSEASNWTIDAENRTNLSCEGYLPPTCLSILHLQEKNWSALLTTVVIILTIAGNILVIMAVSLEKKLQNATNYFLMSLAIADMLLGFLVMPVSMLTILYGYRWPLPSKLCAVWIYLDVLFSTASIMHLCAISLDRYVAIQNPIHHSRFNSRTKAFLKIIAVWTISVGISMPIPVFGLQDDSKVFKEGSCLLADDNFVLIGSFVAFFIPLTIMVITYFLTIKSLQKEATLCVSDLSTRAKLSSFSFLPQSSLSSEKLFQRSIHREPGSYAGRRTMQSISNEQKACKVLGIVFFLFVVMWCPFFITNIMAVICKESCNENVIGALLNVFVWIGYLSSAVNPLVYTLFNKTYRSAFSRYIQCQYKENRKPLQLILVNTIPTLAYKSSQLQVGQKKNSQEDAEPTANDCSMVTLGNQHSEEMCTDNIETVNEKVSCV
aDG glyco act = increases alpha dystroglycan glycosylation. Pro5-aDG cells, alpha-DG glycosylation AlphaScreen (IIH6); 0% Pro5, 100% B10-LARGE cell signal. activation, % at 10 µM. 360,000 compounds, 0.22% hits. AID 624168;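 active = activation of at least 8% versus controls, or a plate z-score of at least 8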;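 note: Pro5 are CHO cells carrying HIG-tagged alpha-DG that lacks glycosylation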
ABHD5 PLIN5 PPI = blocks binding of human ABHD5 to perilipin-5. inhibition, % at 4 µM. Q00G26+Q8WTS1. Split G. princeps luciferase complementation, luminescence, 4 h. 360,000 compounds, 0.78% hits;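 active = inhibition above the mean inhibition across every tested compound plus 3 SD, cut at about 22% in these data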;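 note: 0% = DMSO only wells and the 100% control is not disclosed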
Granule exo inh = blocks lytic granule exocytosis | 360,000 compounds, 0.66% hits | TALL-104 LAMP-1 surface exposure, flow cytometry; cells stimulated with thapsigargin and PMA | inhibition, % at 10 µM;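 active = inhibition above about 55%, limit read from the data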
MC4R barr agon = activates human MC4R beta-arrestin recruitment; activation, % at 8.9 µM; U2OS MC4R beta-arrestin complementation, luminescence; percent of melanotan II response, DMSO zero; 360,000 compounds, 0.98% hits; P32245; AID 540308;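 active = activation above a per-plate cutoff, the mean activation of sample wells on that plate plus 3 SD, cut at about 8% in these data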
The depositor's hits bear a star; . = no result given.

SMILES | MC4R antagonist | Cardio protect | ABCB6 inh 2 | iPSC survival up | Glyco luc inh | m5-HT2A agonist | aDG glyco act | ABHD5 PLIN5 PPI | Granule exo inh | MC4R barr agon
CCOc1ccc(S(=O)(=O)n2cnc3cc(C)c(C)cc32)cc1 | -6.5 | -23.2 | 91.0 | 3.2 | -0.8 | 2.6 | 2.0 | 4.0 | 1.3 | -0.2
Cc1cc(C(=O)CSc2nc3ccccc3n2CCC#N)c(C)n1Cc1cccs1 | 3.3 | 1.2 | 91.0 | -4.7 | -3.2 | -2.6 | 0.1 | -5.3 | -3.4 | 0.1
CCOc1ccc(NS(=O)(=O)c2ccc(C(=O)NCC3CCCO3)cc2)cc1 (stereo not drawn) | 0.3 | -3.0 | 96.0 | 1.0 | -0.6 | -1.6 | -0.1 | 1.9 | 7.5 | -0.6
CC(=O)N(CC(=O)Nc1nn(-c2ccccc2)nc1C(N)=O)Cc1ccccc1 | 5.2 | 11.6 | 99.0 | 0.2 | 4.4 | 1.2 | 0.0 | -1.4 | 3.4 | -1.7
O=[N+]([O-])c1ccc(N/N=C/c2cccc(O)c2)cc1 | -0.6 | -12.7 | 117.0 | -0.1 | 3.7 | -14.9 | -0.1 | -10.8 | 15.4 | -2.2
CC1CCN(CC(=O)Nc2ccc(S(=O)(=O)N3CCCCC3)cc2)CC1 | -1.0 | -1.8 | 98.0 | 0.4 | -2.9 | -3.8 | 0.3 | -4.2 | 5.0 | 0.2
COC(=O)N1CCCCC1c1cc(C(=O)Nc2ccccc2Cl)no1 (stereo not drawn) | 1.4 | 0.8 | 100.0 | -2.1 | 0.5 | -3.1 | -0.3 | 10.0 | -4.6 | 1.4
COC(=O)C1SCC2C(=O)N(Cc3ccc(Cl)c(Cl)c3)CC(=O)N21 (stereo not drawn) | 2.5 | -1.1 | 101.0 | 1.9 | -3.1 | -2.3 | 0.1 | -7.1 | -0.3 | -1.3
CCSc1nc2ccc(C)cc2cc1C#N | -8.3 | -7.8 | 99.0 | -0.7 | 3.4 | -0.1 | 0.3 | -4.3 | -22.5 | -0.2
O=C(Cn1cc([N+](=O)[O-])cn1)Nc1nc2ccccc2s1 | 1.5 | 14.5 | 93.0 | -0.1 | 2.9 | -3.1 | 0.0 | -4.7 | 2.9 | -0.3
COc1ccc(CCC(C)NCc2ccc(Cl)c(Cl)c2)cc1 (stereo not drawn) | -3.9 | -2.8 | 98.0 | -0.2 | 2.6 | -3.0 | 0.0 | -2.5 | 44.3 | 1.6
Cc1ccc(S(=O)(=O)Nc2ccccc2OC(C(=O)OC(C)(C)C)C(=O)OC(C)(C)C)cc1 | . | . | . | . | . | -8.0 | 0.1 | -2.8 | -12.1 | .
O=C1[C@@H]2C(c3cccnc3)=NO[C@@H]2C(=O)N1c1ccc(Br)cc1 | 3.5 | 5.4 | 99.0 | 1.1 | 0.3 | -3.1 | 0.0 | 2.8 | -2.2 | -2.6
CCCCc1[nH]c(=O)c(C#N)c2c1CSC(C)(C)C2 | -2.1 | -0.3 | 101.0 | -1.6 | -0.8 | 2.1 | -0.1 | -6.6 | 3.1 | -2.0
CC1(C)CC(=O)C=C(c2ccc3[nH]ccc3c2)C1 | -2.0 | -1.7 | 98.0 | -1.0 | 3.8 | -2.5 | 0.3 | -9.6 | -0.1 | 0.0

Entries from the list above containing an aryl thioether with sulfur outside any ring, in the order listed:
SMILES | MC4R antagonist | Cardio protect | ABCB6 inh 2 | iPSC survival up | Glyco luc inh | m5-HT2A agonist | aDG glyco act | ABHD5 PLIN5 PPI | Granule exo inh | MC4R barr agon
Cc1cc(C(=O)CSc2nc3ccccc3n2CCC#N)c(C)n1Cc1cccs1 | 3.3 | 1.2 | 91.0 | -4.7 | -3.2 | -2.6 | 0.1 | -5.3 | -3.4 | 0.1
CCSc1nc2ccc(C)cc2cc1C#N | -8.3 | -7.8 | 99.0 | -0.7 | 3.4 | -0.1 | 0.3 | -4.3 | -22.5 | -0.2

Additional results follow:
SMILES | MC4R antagonist | Cardio protect | ABCB6 inh 2 | iPSC survival up | Glyco luc inh | m5-HT2A agonist | aDG glyco act | ABHD5 PLIN5 PPI | Granule exo inh | MC4R barr agon
O=C(O)c1csc(-n2nc(-c3ccccc3)cc2C(F)(F)F)n1 | 4.7 | 1.5 | 101.0 | 1.5 | 2.7 | 0.3 | 0.0 | 5.0 | -0.3 | -2.4
COc1cc(NS(=O)(=O)c2ccc(N/C=C(\C#N)c3nc4cc(Cl)ccc4o3)cc2)nc(OC)n1 | 26.9 | 5.6 | 55.0* | 1.6 | 2.2 | -0.7 | -0.3 | -1.7 | -0.7 | 2.6
CS(=O)(=O)N1N=C(c2cccs2)CC1c1ccccc1O (stereo not drawn) | 17.2 | 2.9 | 208.0 | 2.8 | 0.3 | 0.0 | 0.0 | 2.5 | -1.7 | 0.9
CCOC(=O)C1CCN(C(=O)Nc2ccc3c(c2)nc(C)n3C)CC1 | 8.7 | -1.4 | 97.0 | 4.8 | -2.3 | -1.5 | -0.1 | -2.7 | -0.5 | 5.0
O=C(Nc1ccccc1)N1N=CCC1c1ccccc1 (stereo not drawn) | -2.8 | 3.7 | 103.0 | -2.0 | 2.2 | 7.0 | -0.1 | 5.5 | -2.3 | -1.2
C/C=C/c1ccc2c(c1)O[C@H](CN(C)C(=O)NC1CCCC1)[C@H](C)CN([C@H](C)CO)S2(=O)=O | 1.3 | 5.0 | 90.0 | 1.2 | 2.3 | -0.8 | 0.3 | 8.5 | -1.6 | -0.3
Cc1ccc(S(=O)(=O)N2CCN(c3nc(-c4cccs4)nc4ccccc34)CC2)cc1 | 4.0 | 1.4 | 97.0 | -1.4 | 0.7 | 2.0 | -0.1 | 6.0 | 0.8 | -0.1
Cc1ccc(C2SCCN2C(=O)c2ccc([N+](=O)[O-])cc2)cc1 (stereo not drawn) | 2.1 | 5.1 | 95.0 | -0.9 | -1.0 | 3.0 | 0.1 | 5.4 | -3.6 | 1.0
CCOC(=O)C(Oc1ccc2c(-c3ccccc3)cc(=O)oc2c1C)c1ccccc1 (stereo not drawn) | 1.6 | 0.4 | 102.0 | -1.9 | -7.9 | -0.3 | 0.2 | -4.4 | -2.4 | -3.3
CCOc1cccc2sc(NN)nc12 | 3.8 | -4.3 | 105.0 | -0.7 | -4.9 | -2.5 | -0.2 | -4.0 | -1.8 | -3.8
COc1ccc(N2C(=O)CC(C3CCCO3)C2=O)cc1 (stereo not drawn) | 4.5 | 4.9 | 96.0 | 0.1 | 2.3 | -3.1 | 0.0 | -2.3 | -2.0 | -1.2
Cc1ccc(C(=O)N2CCC(C(=O)NC3CCCCCC3)CC2)cc1 | 6.0 | -0.4 | 90.0 | -0.4 | -2.5 | -2.0 | 0.1 | 0.6 | 1.2 | -0.9
CCC1(C)Cc2c(sc3c2c2ncnn2c2nnc(SCC(=O)NCc4ccco4)n32)CO1 (stereo not drawn) | 4.2 | 14.5 | 93.0 | 0.7 | 1.5 | 1.7 | -0.2 | 14.8 | 0.2 | -0.8
O=C(NCc1ccco1)C1(c2ccc(Br)cc2)CCCC1 | 9.6 | -7.3 | 98.0 | 3.2 | 0.0 | -3.7 | 0.2 | 3.5 | -1.3 | 0.0
COc1ccc(N(C)C(=S)Nc2ccc3nc(C)c(C)nc3c2)cc1 | -5.2 | 2.9 | 102.0 | 0.0 | 2.5 | 0.2 | -0.2 | -17.7 | -1.4 | -3.2
Clc1ccc(Nc2ncnc3ccc(Br)cc23)cc1 | 15.9 | -2.7 | 99.0 | -0.9 | -14.3 | 10.1 | 2.0 | -1.8 | 1.0 | 3.9
COCCSc1ccccc1C(=O)N1CCCC(C)C1 (stereo not drawn) | 0.8 | -0.7 | 98.0 | -0.3 | 2.9 | -0.3 | -0.1 | -1.7 | -0.1 | -4.0
COc1ccc(N2C(=O)CSC2c2ccc([N+](=O)[O-])cc2)cc1 (stereo not drawn) | 8.5 | 13.1 | 97.0 | -0.4 | -2.7 | -3.0 | -0.2 | 2.4 | 10.5 | -0.8
Cn1c(N)c(S(=O)(=O)N2CCN(c3cccc(Cl)c3)CC2)c(=O)n(C)c1=O | 2.6 | 6.8 | 99.0 | -0.4 | 2.9 | 1.9 | 0.0 | 5.8 | -2.6 | 1.5
CCOC(=O)c1ccccc1NC(=O)c1ccc(Cl)c(S(=O)(=O)N2CCOCC2)c1 | -0.6 | 30.4 | 85.0 | -2.2 | -1.3 | -1.7 | 0.3 | 0.2 | -5.9 | -2.6
CCC(=O)N1CCCc2cc(S(=O)(=O)NCc3cccs3)ccc21 | -0.5 | -9.1 | 102.0 | -2.3 | -1.3 | 1.0 | 0.6 | -2.5 | -0.8 | -1.0
C/C(CCc1ccc2c(c1)OCO2)=N\NC(=S)NC(C)C | 6.0 | -4.1 | 101.0 | 0.3 | 0.1 | -0.2 | 5.3 | -8.7 | 1.4 | 0.3
O=c1c2[nH]c3ccc(F)cc3c2ncn1CCCn1ccnc1 | 2.8 | 5.8 | 101.0 | 1.0 | -2.1 | -0.1 | -0.1 | 2.8 | 2.0 | -2.5
Cc1cc(=O)[nH]c(N/N=C/c2ccc(-c3ccc(F)cc3)o2)n1 | -17.0 | -3.1 | 100.0 | -0.5 | 3.4 | 1.9 | -0.2 | 2.8 | -1.3 | -0.6
Cc1ccc(NC(=O)C2CCCN(C(=O)c3ccc(Cl)cc3)C2)c(C)c1 (stereo not drawn) | 2.8 | -2.7 | 91.0 | 0.0 | -0.3 | 1.8 | -0.1 | 11.6 | 2.1 | 2.3
O=S(=O)(c1ccc(N2CCCC2c2nc3ccccc3s2)nc1)N1CCOCC1 (stereo not drawn) | 3.3 | 0.6 | 97.0 | 2.1 | 0.0 | -3.9 | -0.3 | 2.4 | -2.4 | -2.5
COC(=O)[C@]1(C)N[C@H](c2ccc(SC3CCCCC3)c(OC)c2)[C@@H]2C(=O)N(C)C(=O)[C@@H]21 | 2.1 | -4.9 | 98.0 | 1.4 | -1.1 | -5.3 | -0.3 | -3.1 | 0.7 | -0.9
Clc1ccc(C(CCN2CCCC2)Cc2ccccc2)cc1 (stereo not drawn) | 6.0 | -3.3 | 96.0 | -0.4 | -0.4 | -5.5 | 0.5 | 6.1 | 8.7 | -1.2
O=S(=O)(c1ccc(N2CCN(c3ccc(F)cc3)CC2)cc1)N1CCCC1 | 13.8 | -3.2 | 99.0 | -3.1 | -1.2 | -4.9 | 0.2 | 1.6 | -4.2 | -1.7
CC(C)Oc1ccc(C(=O)Nc2cc(S(=O)(=O)N3CCOCC3)ccc2N2CCOCC2)cc1 | 9.4 | 5.1 | 96.0 | 0.1 | 3.3 | 6.2 | 0.0 | -3.7 | -3.5 | -4.2
Cc1ccccc1C(=O)NNC1CC(=O)N(c2ccc3c(c2)OCCO3)C1=O (stereo not drawn) | -4.7 | 3.3 | 88.0 | 1.5 | 1.3 | 3.4 | 0.0 | 3.5 | 7.7 | -0.5
O=C(O)CN1CCc2ccccc2C1 | 3.9 | 3.0 | 95.0 | -0.8 | 1.5 | 0.9 | -0.3 | -3.5 | -0.8 | -1.7
CCn1c(SCC(=O)NC2CCCCC2)nnc1-c1ccccn1 | 2.8 | 5.1 | 101.0 | -0.3 | 2.3 | 1.3 | 0.0 | -1.0 | -5.6 | -1.3
